Bioassay records as filed in PubChem BioAssay.
Phagocytosis inh: inhibitors of macrophage phagocytosis; inhibition, % at 5 µM; AID 1029; J774A.1 macrophage IgG-bead phagocytosis, imaging; hit rate 0.07% among 110,000;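 active means inhibition above the mean of the plate negative controls plus 5 SD, cut at about 13% in these data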;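 further: phagocytic index as fraction of beads internalized from green versus red external bead signal; plate controls were DMSO negative control for no effect and cytochalasin-D positive control for full effect; some results beyond the cut were filed as inactive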
Yeast life ext: yeast lifespan extension; S. cerevisiae growth with nicotinamide, OD615; deaD strain in restrictive glucose medium; inhibition of the nicotinamide effect, % at 10 µM; hit rate 0.68% among 130,000;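 active means inhibition above a set limit, placed 3 SD over the median of all compounds, cut at about 26% in these data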;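 further: 0% = nicotinamide-treated wells and 100% = cells grown without nicotinamide; some compounds called inactive have numbers as strong as hits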
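Test system: DeaD-strain S. cerevisiae / Buffer or medium: restrictive glucose medium / Also added: nicotinamide 1.5 mM / Doses: one concentration, 10 µM, DMSO 0.25% / Schedule: 48 h at 30 °C / Signal: OD615 measurement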
NPY-Y2 antag: NPY-Y2 (human) receptor antagonism; P49146; NPY-Y2 expressing cells, antagonist mode; inhibition, % at 2.7 µM; hit rate 0.99% among 140,000; AID 793; in the data active means inhibition above about 17%;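 further: 0% = vehicle with agonist challenge and 100% = reference antagonist with challenge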
Target sequence (P49146 whole entry, looked up): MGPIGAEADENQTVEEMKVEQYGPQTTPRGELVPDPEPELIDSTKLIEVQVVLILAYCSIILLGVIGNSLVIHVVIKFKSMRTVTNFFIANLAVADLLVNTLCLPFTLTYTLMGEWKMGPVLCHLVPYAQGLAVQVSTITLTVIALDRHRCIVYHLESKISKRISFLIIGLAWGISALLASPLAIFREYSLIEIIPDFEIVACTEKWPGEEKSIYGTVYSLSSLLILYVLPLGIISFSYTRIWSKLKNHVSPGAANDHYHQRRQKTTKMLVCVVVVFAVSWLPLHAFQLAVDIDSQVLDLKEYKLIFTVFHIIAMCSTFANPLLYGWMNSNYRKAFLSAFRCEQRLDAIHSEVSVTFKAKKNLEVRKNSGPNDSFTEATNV
PTEN del growth: growth suppressors of cells with PTEN tumor suppressor deletion. HCT116 PTEN-null viability, CellTiter-Glo, 60 h; hits give low values. viability, % at 10 µM. hit rate 1.2% among 140,000;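 active means viability at or below a set limit, 4 SD under the median of all tested compounds, cut at about 3.7% in these data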;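 further: PTEN knockout HCT116 line with beta catenin targeted HCT116 as companion control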
bCat KO growth: beta-catenin-lacking colon tumor cell growth suppression | HCT116 beta-catenin knockout viability, CellTiter-Glo, 60 h; hits give low values | viability, % at 10 µM | hit rate 1.5% among 140,000;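 active means viability at or under a set limit, the compound median less 4 SD, cut at about 6% in these data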;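 further: 0% = Hyamine 1622 control at 20 µM and 100% = untreated cell control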
GALR2 antag: antagonists of human galanin receptor 2 (GALR2); AID 828; inhibition, % at 4 µM; GALR2-expressing cells, antagonist mode; hit rate 0.39% among 140,000; O43603; in the data active means inhibition above about 27%;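 further: cells stimulated with galanin 1-16 at roughly its EC80; 0% = agonist challenge control and 100% = basal control without agonist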
Target sequence (O43603 whole entry, looked up): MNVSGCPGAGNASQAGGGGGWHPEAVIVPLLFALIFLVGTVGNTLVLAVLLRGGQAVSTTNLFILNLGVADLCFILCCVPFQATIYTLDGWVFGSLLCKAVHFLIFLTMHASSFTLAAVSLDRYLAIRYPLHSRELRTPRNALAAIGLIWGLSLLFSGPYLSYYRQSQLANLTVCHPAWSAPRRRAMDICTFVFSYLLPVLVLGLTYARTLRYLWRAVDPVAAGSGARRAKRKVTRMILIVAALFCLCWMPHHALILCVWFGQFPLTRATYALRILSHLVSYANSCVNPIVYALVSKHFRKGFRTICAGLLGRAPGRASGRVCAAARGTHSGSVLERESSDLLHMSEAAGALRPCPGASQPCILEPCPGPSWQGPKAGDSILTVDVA
E-sel TNF inh: TNF alpha driven E-selectin expression inhibition. HUVEC TNFa-induced E-selectin immunofluorescence, high content. hit rate 0.71% among 120,000. inhibition, % at 2 µM. AID 1246;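 active means inhibition above the batch mean plus 3 SD, and confirmed as a hit on visual image review, cut at about 43% in these data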;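 further: 0% = TNF-stimulated DMSO wells and 100% = unstimulated control wells; not every result past the cut was called active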
Measles CPE: protection of cells from measles virus; Measles virus-infected cells, CPE protection, absorbance; hit rate 1.5% among 140,000; protection (pct of control), % at 4 µM; AID 841; in the data active means protection mostly above about 24%, no sharp cut-off; inactive means mostly below about 26%; further: some compounds called inactive have numbers as strong as hits
MRP1 act: MRP-1 activation | viability increase, % at 10 µM | H69AR cells + doxorubicin, viability rescue, CellTiter-Glo | hit rate 0.61% among 140,000;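 active means viability gain under doxorubicin at or above a set limit, the compound median plus 3 SD, cut at about 4.7% in these data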;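 further: MRP-1 overexpressing cells given doxorubicin 25 µM after compound pretreatment; 18-22 h compound pretreatment then 72 h with doxorubicin before readout; 0% = doxorubicin-only wells and 100% = vehicle-treated cells without doxorubicin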
BB579 growth dn: reduces growth of yeast BB579 in restrictive medium; S. cerevisiae BB579 growth, OD615, 48 h; inhibition, % at 10 µM; hit rate 0.51% among 140,000; AID 804;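 active means inhibition above a set limit, 3 SD over the mean compound inhibition, cut at about 44% in these data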; further: inactives centre near -24
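Material: Saccharomyces cerevisiae DeaD strain BB579, replicative lifespan model yeast; buffer or medium: CSMM-D restrictive synthetic medium containing dextrose (glucose); compound: 10 µM single dose, DMSO 0.25%; timing: 48 h compound exposure at 30 °C after 4 h preincubation; signal: turbidity as optical density at 615 nm; benchmarks: positive control amphotericin B 10 µg/mL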
* marks the source's active call; other numbers are inactive results; nt = no result given.

canonical_smiles,Phagocytosis inh,Yeast life ext,NPY-Y2 antag,PTEN del growth,bCat KO growth,GALR2 antag,E-sel TNF inh,Measles CPE,MRP1 act,BB579 growth dn
CCSc1nnc(NC(=O)C(C)Sc2nc3ccccc3[nH]2)s1 (centres undefined),-7,8,1,93,96,4,6,13,0.6,25
CCOc1ccc(N2CC(=O)SC2=S)cc1,0,-3,4,100,98,-6,nt,1,2.0,0
CCOC(=O)N1CCN(c2ccc(S(=O)(=O)N(Cc3ccccc3)Cc3ccccc3)cn2)CC1,0,-1,3,47,48,-3,nt,8,-1.0,-4
O=C(CSc1nnc(Nc2ccccc2)s1)NN1C(=O)NC2(CCCCC2)C1=O,-3,-2,2,98,101,4,-24,14,0.8,-1
CN(C)c1nc(C#N)nc(N2CCOCC2)n1,nt,-15,6,73,75,-3,5,6,-1.8,-3
O=C(COc1cccc(Cl)c1)Nc1ccc(N2CCOCC2)cc1,0,-4,3,107,99,-5,-17,3,0.8,-25
COc1ccc(-c2cn3cc(C)ccc3n2)cc1OC,nt,-29,2,82,93,-13,-5,2,-2.9,-7
Cc1cccc(N2C(=O)CS/C2=N\NC(=O)c2ccc(Cl)cc2)c1C,nt,nt,-3,100,102,4,6,14,2.5,-38
CC(C)CN(C#N)c1nc(N2CCOCC2)nc(N2CCOCC2)n1,7,-3,2,78,76,-7,nt,5,-5.2,-31
Cc1ccc(-c2cc(C(=O)Nc3cc(C)on3)c3ccccc3n2)c(C)c1,0,-6,9,63,64,-3,nt,10,-1.8,-39
CCc1cccc(OCCCCNCCCOC)c1,nt,1,3,93,95,1,11,4,-2.7,0
COc1ccc(N(C(=O)c2ccco2)C(C(=O)NC2CCCC2)c2cccs2)cc1OC (centres undefined),nt,nt,4,94,98,-5,-8,27,-3.7,-39
COc1ccc(C=O)cc1OS(=O)(=O)c1ccccc1[N+](=O)[O-],-3,3,1,94,96,-3,-17,20,-4.5,-4
Cc1cccc(NC(=O)c2ccccc2NC(=O)C2CCCCC2)c1C,nt,-9,2,82,84,42*,12,8,-3.1,-20
Cc1ccc(NC(=O)c2ccc(S(=O)(=O)C(F)F)cc2)c(C)c1,-9,-7,2,108,96,1,3,4,-1.5,-2
CCCCc1c(C)c(C#N)c2nc3ccccc3n2c1Cl,1,17,6,1.1*,1.3*,15,nt,1,-6.3,-37
O=C(COc1ncnc2c(Cl)cc(Cl)cc12)N1CCN(S(=O)(=O)c2ccccc2)CC1,0,-3,3,91,99,8,-28,11,-0.5,-34
O=[N+]([O-])c1ccc(COc2ccc(CNc3ccccc3)cc2)cc1,-11,1,4,81,96,-10,-10,1,-1.3,-38
CCn1c(Cc2ccc(OC)cc2)nnc1SCC(=O)Nc1cccc(C(=O)OC)c1,nt,-7,-2,0.6*,0.9*,-12,-1,9,-1.7,-16
O=C(NS(=O)(=O)c1ccc2c(c1)OCCO2)c1ccccc1,nt,-1,3,112,98,14,-3,8,-0.6,-46
Cc1cccc(NC(=O)CN2CCC(NC(=O)C3CCCCC3)CC2)c1C,nt,8,1,78,88,1,nt,16,-1.9,-40
CCOC(=O)C1CCN(c2c(Nc3ccc4c(c3)OCCO4)c(=O)c2=O)CC1,0,-9,1,99,100,2,nt,32,-2.5,-19
Cc1cccc(/C=C(\c2nc3ccccc3[nH]2)S(=O)(=O)c2ccccc2)c1,-9,3,3,0.9*,1.9*,25,nt,3,-5.7,-16
COc1cc([N+](=O)[O-])ccc1NC(=O)C[n+]1cccc(C)c1,0,2,2,92,94,13,nt,33,1.1,-47
COc1cc(C(=O)Nc2ccc(O)cc2)ccc1OC(C)=O,-1,-22,0,91,107,2,-5,12,-4.7,-25
Cc1ccc(C)c(CSc2nnc(-c3cccs3)n2Cc2ccco2)c1,nt,5,24*,64,66,2,8,4,-5.4,-15
CN1C(=O)c2ccccc2Sc2ccc(NC(=O)N3CCCC3)cc21,nt,15,3,98,102,-9,-25,6,-0.6,-43
COc1cc(/C=N/NC(=O)COc2ccccc2[N+](=O)[O-])ccc1OC(=O)c1ccco1,-9,-4,-2,94,102,-3,nt,10,-2.6,5
O=C(CSc1nc(Nc2ccccc2)nc(N2CCOCC2)n1)Nc1ccccc1Cl,-2,-10,1,72,80,7,-19,10,-0.7,-11
Cc1cc(=O)oc2ccc(OCC(=O)N(Cc3ccc(F)cc3)Cc3ccco3)cc12,2,32,14,103,96,4,-12,11,-1.5,-64
CCOC(=O)C1C2C=CC3(CN(c4cccc(Cl)c4)C(=O)C13)O2 (centres undefined),0,-13,2,89,100,8,nt,7,0.7,16
CN=C1SC(CC(=O)Nc2ccc(C(=O)O)cc2)C(=O)N1C (centres undefined),0,-10,0,103,105,11,0,4,0.2,-24
COc1ccc(/C(N)=N/OC(=O)Cc2ccc(C)cc2)cc1,-3,-3,5,96,97,3,nt,13,1.9,-38
O=C(CCSCCC(=O)NCC1CCCO1)NCC1CCCO1 (centres undefined),1,0,-4,96,92,10,-34,3,-0.1,-20
CCOc1nc(-c2ccncc2)nc2ccccc12,nt,-15,2,77,81,3,-5,9,-0.9,-25
COc1cc(-c2csc(N3CCOCC3)n2)cc(OC)c1OC,0,-11,0,105,104,-2,-66,56*,-1.6,-79
Cn1c(=O)c(=O)n(C)c2cc(S(=O)(=O)N3CCCCC3)ccc21,-1,-14,2,94,95,-2,-11,6,-1.1,-14
Cc1ccc(SCC(=O)N(Cc2nc(-c3ccccc3)no2)C(C)C)cc1,0,-6,14,67,81,-13,10,3,-1.1,-28
CCc1ccc(C(=O)Cn2ncc(Cl)c(Cl)c2=O)cc1,0,-2,3,3.0*,4.8*,7,0,2,-5.6,-20
O=c1cnn([C@@H]2O[C@H](CO)[C@@H](O)[C@H]2O)c(=O)[nH]1,nt,12,-1,73,62,26,nt,39,-0.6,44*
CN(NC(=S)Nc1ccc(OC(F)F)cc1)C(=S)Nc1ccc(OC(F)F)cc1,2,-7,1,75,96,6,nt,36,1.9,-32
O=C(NCCCn1ccnc1)C(=O)NCC1OCCCN1S(=O)(=O)c1ccc(Cl)cc1 (centres undefined),1,1,1,90,86,12,nt,4,-1.0,-15
CCC(=O)Nc1cc(NC(=O)CSc2nnc(C(C)C)n2CC)ccc1C,-1,-5,-4,95,97,8,nt,30,0.9,-55
CCOc1ccc(NC(=O)CSCC(=O)O)cc1,-1,-4,0,103,104,-3,5,3,0.2,-27
O=C(Nc1ccccc1)Nc1nnc(CSCc2ccccc2Cl)s1,-8,-3,5,38,37,10,nt,13,-2.8,-7
C=CCN1C(=O)NC2(O)C(=O)c3ccccc3C12O (centres undefined),1,2,0,109,104,3,16,18,-0.2,-63
O=c1cc(N2CCN(c3ccc(F)cc3)CC2)[nH]c(=O)n1Cc1ccc(F)cc1,0,-4,2,60,73,7,0,2,-1.8,14
CCOC(=O)CCc1c(C)n(CC)c2ncnn2c1=O,0,-11,1,108,105,1,14,14,-0.4,-41
CC(NC(=O)NC1CCCCC1)C(c1cccs1)N1CCOCC1 (centres undefined),nt,-8,2,104,90,9,3,15,-0.1,-5
C=CCn1c(SCc2ccc(F)cc2)nc2c1c(=O)[nH]c(=O)n2C,0,-4,1,90,85,8,nt,2,-0.4,-34
O=C(Nc1ccc(F)cc1F)c1sccc1SCc1cccc(C(F)(F)F)c1,nt,-4,7,63,50,-3,-14,9,-3.1,-28
COc1ccc(S(=O)(=O)N2CCN(Cc3ccc(Cl)cc3)CC2)cc1,0,14,4,88,81,-12,-18,8,-1.2,-58
COC(=O)c1cccc(C(=O)Nc2cnc3ccccc3c2)n1,1,-11,0,110,83,8,12,13,-1.4,-47
CC1(C)CN=C(NC2CCCCC2)S1,0,-12,2,109,108,0,nt,11,-0.1,-12
COc1cccc(-c2cc(C(=O)Nc3ccc(OC)c(OC)c3)no2)c1,0,-15,6,90,94,7,nt,0,1.0,-7
CC1C(=O)N(c2ccc(S(=O)(=O)N(C)C)cc2)C1(/C=C/c1ccccc1)C(=O)NC1CCCC1 (centres undefined),-6,4,-3,65,66,-2,nt,5,-1.7,-34
CONc1nc2nonc2nc1NOC,-3,1,2,96,109,2,1,9,-0.6,-28
O=C1CC(c2cccnc2)c2cc3c(cc2N1)OCCO3 (centres undefined),0,-3,2,105,98,8,7,9,0.1,-49
COc1ccc(C(=O)Nc2ccc(NC(=O)c3cccs3)cc2)cc1[N+](=O)[O-],-9,2,1,90,96,6,-2,12,-3.8,-39
Cc1cccc(C)c1NC(=O)C1CCCNC1 (centres undefined),-1,-7,0,107,114,10,-15,8,0.7,-1
O=C(COC(=O)c1c2c(nc3ccccc13)CCCCC2)c1ccc(Cl)s1,-2,-5,1,64,78,-14,0,6,-1.9,-17
CC(=O)NCCNC(=O)CNC(=O)c1ccc(Cl)cc1,-3,2,2,94,104,-10,-1,9,1.5,-13
